HT1080 IDH1KD tx: kills HT-1080 cells with IDH1 knockdown; Potency, µM (top dose mostly 46.1 µM), without a hit: at the highest dose activity, negative = toxicity, hits mostly cytotoxic; HT-1080 IDH1 knockdown viability, ATP luminescence, 48 h; AID 686971; 360,000 tested, 2% active;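 further: potency means the concentration at half of the fitted maximal effect; 0% = DMSO wells and -100% = cell-free medium wells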
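Viability of IDH1-knockdown HT-1080 fibrosarcoma cells was assessed by CellTiter-Glo after 48 h at 37 °C with titrated compound; concentration-effect curves were classified by fit quality and response size.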
KB-3-1 cytotox: kills parental KB-3-1 adenocarcinoma cells | KB-3-1 viability, CellTiter-Glo ATP luminescence, 72 h | Potency, µM (titrated, usually from 46.1 µM), for the others: at the highest dose activity change, negative = cytotoxic, actives largely listed as cytotoxic | 400,000 tested, 1.4% active; further: potency means the concentration at half of the fitted maximal effect; on the % scale 0 is the no-effect control and ±100 the full control effect; nearly all actives have a fitted effect of over 60% in size
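Cells are dispensed, compounds pinned in, plates held at 37 °C for 72 h, then CellTiter-Glo is added and luminescence read after 10 minutes. Cell line: parental KB-3-1 in phenol-red-free DMEM, 10% FBS.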
IL-1B inflam inh: inflammasome signaling inhibition, IL-1 beta readout | AID 743279 | 360,000 tested, 4.7% active | THP-1 LPS/ATP IL-1B secretion, AlphaLISA, 16 h; stronger effect = lower value | activity change, % at 57.5 µM; in the data active means activity change below about -50%; inconclusive means mostly about -30% to -49%; further: on the % scale 0 is the no-effect control and ±100 the full control effect
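Secreted IL-1B measured by AlphaLISA bead assay after 16 h compound exposure of THP-1 cells; compounds (final up to 57.5 uM) added 1 h before LPS (250 ng/mL) and ATP (1.25 mM) stimulation; lower signal means less secretion.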
MCF10A rereplic: DNA re-replication induction in MCF 10a cells; 350,000 tested, 2.9% active; AID 624296; MCF 10A DNA re-replication, Hoechst nuclear intensity, 48 h; Potency, µM (doses to about 46.1 µM), without a hit: top-dose activity, positive = re-replication, hits mostly activators; further: potency means the concentration at half of the fitted maximal effect; % of control where 0% means no effect; nearly all actives have a fitted effect of over 50% in size
KB-V1 MDR tox: KB-V1 MDR subline cytotoxicity | 400,000 tested, 3.4% active | KB-V1 MDR cells viability, CellTiter-Glo, 72 h | Potency, µM (doses to about 46.1 µM), for inactives: top-dose activity change, negative = cytotoxicity, hits mostly cytotoxic | AID 1347076; further: potency means the concentration at half of the fitted maximal effect; on the % scale 0 is the no-effect control and ±100 the full control effect; nearly all actives have a fitted effect of over 60% in size
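Readout: CellTiter-Glo luminescence, 10 min after addition. Cells: KB-V1 MDR subline, 72 h at 37 degrees C with compound. Analysis: corrected, normalized data fitted to concentration-effect curves.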
GLP1R cytotox: cytotoxicity counter-screen for GLP-1 receptor inverse agonists | AID 624418 | HEK293 cAMP-luciferase reporter cells, luminescence, 24 h | 410,000 tested, 0.13% active | Potency, µM (titrated, usually from 38.3 µM), for inactives: at the top dose activity change, negative = inhibition, hits mostly inhibitors;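 further: loss of luciferase light is scored as toxicity; potency means the concentration at half of the fitted maximal effect; on the % scale 0 is the no-effect control and ±100 the full control effect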
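Compound-treated cells are incubated 24 hr at 37 deg C under 5% CO2 after a 12 hour attachment period, then luciferase detection reagent is added and luminescence is measured following 12 min at room temperature; lowered signal indicates toxicity.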
HT1080NT lethal: kills 2HG-producing HT-1080-NT fibrosarcoma cells; 360,000 tested, 1.6% active; Potency, µM (top dose mostly 46.1 µM), inactives show at the highest dose activity, negative = less viability, actives largely listed as cytotoxic; HT-1080-NT fibrosarcoma viability, CellTiter-Glo ATP luminescence, 48 h;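 further: NT is the 2HG producing partner of a matched IDH1 knockdown line; potency means the concentration at half of the fitted maximal effect; 0% = DMSO-treated cells and -100% = media-only wells without cells; nearly all actives have a fitted effect of over 55% in size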
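Read-out is CellTiter-Glo luminescence after 10 minutes at room temperature, following 48 hours' compound treatment of HT-1080-NT cells (750 cells/well, RPMI, 5% FBS, 37 degrees C).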
D3 ag: activates the human D3 dopamine receptor; 410,000 tested, 0.58% active; D3R DiscoveRx beta-arrestin cells, luminescence, 90 min; AID 652048; max activation, %; in the data active means max activation above about 30%; further: 0% is about no effect; mostly tested at two doses, the higher about 12 µM
Target sequence (P35462 whole entry, looked up): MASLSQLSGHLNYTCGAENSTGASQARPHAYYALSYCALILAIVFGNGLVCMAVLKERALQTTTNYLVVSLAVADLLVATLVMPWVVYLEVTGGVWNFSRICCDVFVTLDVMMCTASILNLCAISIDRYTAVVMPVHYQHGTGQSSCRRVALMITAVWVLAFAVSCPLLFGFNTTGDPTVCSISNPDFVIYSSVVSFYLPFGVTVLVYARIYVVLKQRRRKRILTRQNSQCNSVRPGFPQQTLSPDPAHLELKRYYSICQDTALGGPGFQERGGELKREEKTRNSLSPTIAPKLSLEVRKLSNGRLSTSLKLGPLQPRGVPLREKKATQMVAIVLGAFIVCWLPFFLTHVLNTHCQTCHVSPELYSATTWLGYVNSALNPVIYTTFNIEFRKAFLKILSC
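Agonist-mode cell screen: cells plated at 1500/well and incubated overnight at 37 °C, then exposed to library compounds for 90 min at 37 °C. Detection reagent was added for 30–60 min at room temperature, and luminescence was read.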
SW480 rereplic: inducers of DNA re-replication in SW480 colon cancer cells. SW480 DNA re-replication, Hoechst DNA content imaging, 48 h. Potency, µM (series often up to 46.1 µM), for inactives: at the highest dose re-replication activation, actives largely listed as activators. 340,000 tested, 1.8% active. AID 624297; further: potency means the concentration at half of the fitted maximal effect; % of control where 0% means no effect; nearly all actives have a fitted effect of over 55% in size
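250 cells/well; 23 nL cpd via pin tool; 48 hr, 37 C, 5% CO2; Hoechst 40 min; imager read of total nuclear intensity, ex 405/em 500-530 nm.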
Active calls of the source: *; ? = inconclusive; nt = no result given; & = joins results of further samples; [ ] = remark or other dose. Unless noted, the call rests on the fitted dose curve; in most records, active means well fitted curve in the direction sought with a large enough effect; inconclusive means small, poorly fitted or top-dose-only effect, or another doubt; inactive means no such curve, though single readings can be large; an effect the other way counts as inactive or inconclusive.

entry	SMILES	HT1080 IDH1KD tx	KB-3-1 cytotox	IL-1B inflam inh	MCF10A rereplic	KB-V1 MDR tox	GLP1R cytotox	HT1080NT lethal	D3 ag	SW480 rereplic
1	CCOc1ccc(CCN2C(=S)N([C@@H](CC(C)C)CN3CCC[C@@H]3CN3C(=S)NC[C@@H]3CC(C)C)C[C@@H]2CC(C)C)cc1	4%	-14%	13	nt	-13%	3%	-14%	-4	nt
2	CCn1cc(CN2CCCC(CO)(Cc3ccc(F)cc3)C2)c2ccccc21 (configuration not stated)	18µM*	-13%	-65*	11%	4%	?	?	-15	22%
3	CC(C)[C@H](NC(=O)c1ccccc1Cl)C(=O)OCc1cc(=O)n2cc(Br)ccc2n1	14%	-3%	0	-10%	5%	-5%	15%	2	-3%
4	CSc1ccc(CN(C)C(=O)c2cc(=O)[nH]c3ccccc23)cc1	-9%	-6%	3	1%	-5%	2%	-12%	6	13%
5	CC[C@]12c3[nH]c4ccccc4c3CCN1C(=O)C(CC(=O)NCCc1ccccn1)C[C@@H]2C(=O)N1CCN(C(=O)c2ccco2)CC1 (some centres not stated)	-4%	-24%	34	11%	-4%	-3%	?	-5	26%
6	Cc1ccc(NC(=O)CCC(=O)OCC(=O)c2ccc(Oc3ccc([N+](=O)[O-])cc3)cc2)cc1C	3%	4%	8	-2%	11%	2%	5%	3	-2%
7	COc1ccc2nc(NC(=O)c3ccccc3O)sc2c1	-28%	?	-2	21µM*	-9%	3%	?	-3	?
8	O=c1c2ccccc2sn1-c1ccc(S(=O)(=O)N2CCCCC2)cc1	0%	-5%&46%&21%	-91*	-6%	?	-15%	2%	-14	1%
9	CN(C)S(=O)(=O)c1cccc(C(=O)Nc2cccnc2)c1	1%	-3%	-3	0%	11%	25%	0%	-5	-8%
10	c1ccc(-c2c[nH]c(-c3ccccc3)c2)cc1	5%	6%	14	19%	-2%	0%	5%	5	2%
11	N#Cc1c(N)nc2c(c1-c1cccnc1)CCCCC2	1%	11%	14	6%	?	-13%	4%	-2	-9%
12	O=C(N/N=C/c1cccnc1)c1cc(C2CC2)nc2ccccc12	-6%	14%	36	3%	3%	6%	-9%	5	-15%
13	CC(C)n1nnnc1SCC(=O)Nc1ccccc1N1CCOCC1	2%	26%	-3	9%	-11%	6%	4%	0	0%
14	Cc1cccc(-c2ccc3c(c2)C2CC3CCN2)c1 (configuration not stated)	-4%	0%	0	-1%	11%	0%	-15%	1	2%
15	CCN(c1ccccc1)S(=O)(=O)c1ccc(C(=O)Nc2cccc(NC(C)=O)c2)cc1	-6%	-10%	0	5%	2%	-3%	-5%	5	29%
16	COCCNC(=O)c1ccc(NC(C)=O)cc1	0%	4%	3	1%	?	23%	-1%	-3	0%
17	CCCc1c(C(=O)NNc2ccc(C)cc2)cnn1-c1ccccc1	?	-19%	nt	?	-23%	?	?	-3	-10%
18	c1cc(CNc2ccc3c(c2)OCCO3)ccn1	10%	23%	8	-2%	0%	-2%	11%	1	-7%
19	COc1cccc2cc(C(=O)NCCN3CCOCC3)oc12	17%	14%	-4	0%	15%	-6%	0%	0	5%
20	S=c1[nH]nc(-c2ccncc2)n1/N=C/C=C/c1ccccc1	-4%	2%	0	22%	25%	8%	-6%	-4	-4%[9.22 µM]
21	CC(C)(C)c1ccc(CC(=O)N2CCC2(C)C(=O)NCc2cccs2)cc1 (configuration not stated)	-2%	-14%	0	nt	?	-8%	-18%	1	nt
22	Fc1ccc(C(c2nnnn2Cc2cccs2)N2CCN(C3CCCC3)CC2)cc1 (configuration not stated)	?	-16%	?	10%	0%	?	?	-13	?
23	CCOc1c(Cl)cc(Cl)cc1CNCCSc1nnnn1C	nt	2%	nt	nt	4%	0%	nt	1	nt
24	CC(=O)C1=C(C)N2CCN=C2S1	-1%	11%	7	5%	-4%	-9%	15%	5	-3%
25	Cc1cccc(NCc2ccc(O)c3ncccc23)c1	?	23µM*	18	?	-6%	?	18µM*	9	?
26	CCN(CC)c1ccc(/C=N/n2c(C)cc(C)cc2=O)cc1	6%	17%	-12	-1%	3%	-14%	6%	-1	-1%
27	CC1(C(=O)NS(=O)(=O)c2ccc3c(c2)CCO3)CCN1C(=O)C1(c2ccc(Cl)cc2)CC1 (configuration not stated)	20%	0%	31	nt	0%	-11%	6%	-14	nt
28	Cc1ccc(C)c(NS(=O)(=O)c2ccc(NC(=O)CSc3ccc(Cl)cc3)cc2)c1	-1%	16%	-2	27%	0%	-10%	1%	5	19%
29	CC1(C)CC(=O)C(=Cc2cn(-c3ccccc3)nc2-c2ccccc2)C(=O)C1	15%	4%	0	47%	?	4%	2%	2	-4%
30	O=C(Nc1ccccn1)c1ccc(S(=O)(=O)c2ccc(Cl)cc2)cc1	-5%	?	?	0%	7.3µM*	-5%	-2%	2	9%
31	Cc1ccc2[nH]c(O)c(N=NC(=O)CCc3ccccc3)c2c1Br	3%	-21%	-88*	-5%	?	18%	-6%	-5	-3%
32	Cc1ccc(C)c(N(C(=O)c2snc(C(N)=O)c2N)C(C(=O)NCC2CCCO2)c2cccs2)c1 (configuration not stated)	1%	0%	28	?	-15%	-6%	-11%	0	10%

Quoted at random: three entries already listed, in no set order.
entry	SMILES	HT1080 IDH1KD tx	KB-3-1 cytotox	IL-1B inflam inh	MCF10A rereplic	KB-V1 MDR tox	GLP1R cytotox	HT1080NT lethal	D3 ag	SW480 rereplic
31	Cc1ccc2[nH]c(O)c(N=NC(=O)CCc3ccccc3)c2c1Br	3%	-21%	-88*	-5%	?	18%	-6%	-5	-3%
27	CC1(C(=O)NS(=O)(=O)c2ccc3c(c2)CCO3)CCN1C(=O)C1(c2ccc(Cl)cc2)CC1 (configuration not stated)	20%	0%	31	nt	0%	-11%	6%	-14	nt
29	CC1(C)CC(=O)C(=Cc2cn(-c3ccccc3)nc2-c2ccccc2)C(=O)C1	15%	4%	0	47%	?	4%	2%	2	-4%

Continued:
entry	SMILES	HT1080 IDH1KD tx	KB-3-1 cytotox	IL-1B inflam inh	MCF10A rereplic	KB-V1 MDR tox	GLP1R cytotox	HT1080NT lethal	D3 ag	SW480 rereplic
33	CCOC(=O)c1cnn(-c2ccccc2)c1NC(=O)CSc1nnc(-c2cccs2)n1CC	7%	-4%	-7	0%	-5%	-8%	7%	1	1%
34	COc1ccc(CSc2nnc(CNS(C)(=O)=O)o2)cc1	1%	9%	32	8%	-10%	-5%	3%	6	1%
35	CCOC(=O)C1CCN(C(=O)CSc2ccc(Br)cc2)CC1	2%	1%	11	-8%	0%	1%	4%	14	0%
36	CC1C(=O)CCN(C(C)(C)C)C1C (configuration not stated)	16%	-1%	15	13%	?	4%	8%	1	4%
37	COc1ccccc1OCCNC(=O)c1cc(F)c(F)cc1Cl	9%	-8%	3	-1%	-19%	4%	10%	1	-22%
38	Cc1ccc2c(c1)N(CCC(=O)NCC1CCCO1)C(=O)CO2 (configuration not stated)	-5%	0%	-11	0%	3%	-10%	2%	-5	-8%
39	COc1cc(-c2cnc3c(NC(C)=O)cc(-c4ccccc4CN(C)C)cn23)cc(OC)c1OC	?	?	63	nt	0%	-22%	?	-7	nt
40	C/C(=N/NC(=O)c1cc(C2CC2)[nH]n1)c1cccs1	-14%	-4%	-18	?	?	-16%	-3%	1	2%
41	CCC(CNc1cc(OC)cc2cccnc12)NC1CCCCC1 (configuration not stated)	-2%	-10%	?	?	-11%	?	-7%	-16	248%
42	COc1ccccc1C(OC(=O)c1ccco1)C(=O)NCc1ccc(F)cc1 (configuration not stated)	6%	20%	-14	-1%	-12%	6%	13%	-7	-6%
43	C=CCc1cccc2cc(C(=O)NCc3cccnc3)c(=O)oc12	0%	-4%	?	7%	24%	-23%	11%	0	?
44	Cn1nc(C(F)(F)F)c(-c2ccc(Br)cc2)c1NC(=O)C1CCC1C(=O)O (configuration not stated)	-1%	7%	8	2%	?	2%	18%	-2	-5%
45	Cc1ccc(Cl)c(NC(=O)COC(=O)CNS(=O)(=O)/C=C/c2ccccc2)c1Cl	-3%	4%	14	10%	-9%	11%	-1%	-7	2%
46	COC(=O)[C@@]12CCCCN1[C@H](c1ccc(-c3ccc(F)cc3)cc1)[C@@H]1C(=O)N(C)C(=O)[C@@H]12	-9%	?	4	?	-27%	-11%	-28%	-12	?
47	c1ccc2oc(NC3=NCN(C4CCCCC4)CN3)nc2c1	6%	27%	31	2%	0%	-11%	13%	5	-3%
48	Clc1ccc(/C=N/Nc2nc(Cl)nc3ccccc23)cc1	-8%	0%	15	?	-12%	8%	-8%	3	?
49	CCOC(=O)/C(=N\Nc1ccccc1Cl)N(C)C1CCS(=O)(=O)C1 (configuration not stated)	-25%	5%	-15	2%	-6%	-5%	7%	4	-2%
50	COc1ccc(-c2c(C)nn3c(N4CCN(c5ccccc5F)CC4)cc(C)nc23)cc1OC	nt	-13%	nt	nt	-21%	-11%	nt	-11	nt
51	O=C(COc1ccc(Cl)c2cccnc12)N1CCOCC1	2%	18%	-13	-6%	?	-2%	0%[9.24 µM]	-5	-1%
52	O=C(N/C(=C\c1ccccc1)C(=O)N1CCOCC1)c1ccccc1Br	2%	14%	-16	0%	0%	3%	8%	-7	-4%
53	C=CCNC(=S)NCc1ccccc1OC	7%	1%	-7	?	-8%	-5%	6%	0	-2%
54	CCc1nc2c(OCCC3CCCCC3)cccn2c1N(C)C(=O)c1ccco1	?	0%	?	nt	0%	7%	?	-9	nt
55	C/C(CC1CC(C)(C)OC1=O)=N\NC(N)=S (configuration not stated)	8%	1%	5	-21%	18%	-5%	3%	16	1%
56	O=C(c1ccco1)N1CCN(Cc2c(Cl)cccc2Cl)CC1	-13%	13%	0	?	-11%	24%	-2%	-6	-58%[inhibitor]
57	CC(=O)C1=C(O)C(=O)N(c2ccc(S(=O)(=O)Nc3nccs3)cc2)C1c1ccc(F)cc1 (configuration not stated)	13%	18%	17	-2%	8%	5%	?	7	-4%

Screens as filed in PubChem BioAssay.
